XIAP displacement = small molecules displacing peptide from XIAP – biochemical, IAP family, fluorescence polarization (AID 1018); hit rate 0.007% among 200,000; displacement, % at 20 µM, or IC50 in µM where a hit was titrated; XIAP BIR domain, fluorescence polarization peptide displacement; higher % means a stronger effect; in the data active means displacement above about 50%; further: a part of the inactive calls stands beside numbers as strong as those of hits
PMI inhibitors = inhibitors of human PMI, primary screen, biochemical, fluorescence intensity, coupled assay (AID 1209). purified PMI enzyme, coupled fluorescence intensity; higher % means a stronger effect. inhibition, % at 20 µM; hits with a dose series show IC50 in µM. hit rate 0.42% among 190,000;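 further: plate controls were DMSO vehicle for no effect and wells lacking substrate for full effect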
PMI inhibition = MPI inhibition at elevated mannose 6-phosphate – biochemical, fluorescence intensity, high mannose 6-phosphate, primary screen (AID 1220) | recombinant PMI enzyme, coupled fluorescence intensity; higher % means a stronger effect | inhibition, % at 20 µM, or IC50 in µM where a hit was titrated | hit rate 0.66% among 190,000
TNAP activators = human TNAP enzyme activators, primary screen, biochemical, luminescent, no phosphate acceptor, uHTS (AID 1001). purified TNAP, luminescent activation assay, no phosphate acceptor; higher activation fold means a stronger effect. activation fold at 20 µM; hits with a dose series show EC50 in µM. hit rate 0.03% among 200,000; in the data active means activation fold from about 3, or a potency from the dose series; inactive means the rest, 99 in 100 with activation fold below about 1.6; further: many of its hits are not listed in these tables
Salmonella PhoP GFP = PhoP-dependent GFP reporter repression – Salmonella Typhimurium, primary screen (AID 1863) | S. Typhimurium PhoP-regulated promoter GFP reporter, 4 h; higher % means a stronger effect | one-dose inhibition, % at 50 µM; IC50 in µM for titrated hits | hit rate 0.16% among 300,000;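 active means inhibition over 29.93%, a cutoff 3 SD above the screen mean, later confirmed by dose response; inconclusive means inhibition over 29.93% but no dose response follow-up; inactive means inhibition at most 29.93% or unconfirmed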;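 further: 0% = low Mg2+ inducing control and 100% = high Mg2+ repressing control; strong numbers were not always called active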
SIAH1 antagonists = Siah-1 peptide-binding antagonists, primary screen, biochemical, fluorescence polarization, rhodamine-plectin, uHTS (AID 1817); hit rate 0.02% among 290,000; Siah-1 / rhodamine-plectin peptide fluorescence polarization; higher % means a stronger effect; displacement, % at 20 µM, or IC50 in µM where a hit was titrated;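 active means displacement of at least 50% at 20 µM, with a fluorescence ratio check between 0.3 and a set limit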;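 further: plate controls were Siah plus tracer with DMSO for no effect and tracer alone without Siah for full effect; strong numbers were not always called active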
WT yeast gro inh = growth inhibition of WT yeast, mitochondrial fusion screen; inhibition, % at 10 µM; mitochondrial fusion phenotypic screen, WT strain; hit rate 2.1% among 190,000; in the data active means inhibition above about 58%; tested in S. cerevisiae
RSV CPE inhibition = inhibition of RSV-induced cytopathic effect – HEp-2 cells, primary 10 µM value included (AID 2391); CPE inhibition, % at 10 µM; hits with a dose series show IC50 in µM; hit rate 0.13% among 310,000; HEp-2 cells, RSV-induced CPE inhibition; higher % means a stronger effect; in the data active means a potency from the dose series; inconclusive means CPE inhibition mostly from about 23% at the one dose, without a potency; inactive means the rest, 99 in 100 with CPE inhibition below about 21%; further: strong numbers were not always called active
Myeloid diff 2 = promotes myeloid progenitor differentiation; ER-HoxA9 myeloid progenitors, lysozyme-GFP differentiation, flow cytometry; hit rate 1% among 360,000; calls only at 10 µM;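 active means normalized GFP-positive differentiation at or above the plate's own cutoff, the solvent-only control mean plus 3 SD; inconclusive means no clear call, values can overlap the other calls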;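 further: cells exposed to compound for four days before flow analysis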
WT yeast gro inh mutant strain = also measured in WT yeast gro inh; calls as there; inhibition, %; mitochondrial fusion phenotypic screen, mutant strain inhibition
Myeloid diff 2 GFP+ MAC1+ % = second read-out of Myeloid diff 2, no call of its own (marks repeat the call); GFP+ MAC1+ double positive, %; measured here: differentiation confirmed by MAC1 staining
An asterisk follows results filed as active; i = inactive; ? = inconclusive; . = not tested or not shown; + = active, no number. Unless noted, no stated cut-off is given here; in the data, active means inhibition above about 50%; inactive means the rest.

SMILES	XIAP displacement	PMI inhibitors	PMI inhibition	TNAP activators	Salmonella PhoP GFP	SIAH1 antagonists	WT yeast gro inh	WT yeast gro inh mutant strain	RSV CPE inhibition	Myeloid diff 2	Myeloid diff 2 GFP+ MAC1+ %
c1ccc(CN2CCCC3(CCCN(Cc4nc(CC5CC5)no4)C3)C2)cc1 (stereo unspecified)	-6.5%	9%	0%	1	7%	0%	13	6	-2.5%	i	0.2
CC1CC(C)CN(S(=O)(=O)c2ccc3c(c2)CCN3C(=O)C2CC2)C1 (stereo unspecified)	.	.	.	.	3%	-3%	.	.	?	i	2.2
Cc1cc(Nc2ccc(F)cc2F)n2nc(C)nc2n1	-1.7%	-1%	0%	1	-3%	2%	9	3	0.6%	i	1.9
O=C(CC1C(=O)NCCN1Cc1ccccc1C(F)(F)F)NC1CCC1 (stereo unspecified)	.	.	.	.	6%	-2%	.	.	-0.1%	i	0.9
O=C(COC(=O)[C@H](Cc1ccccc1)NC(=O)c1cccs1)NC1CCCCC1	-1.7%	8%	2%	1	-2%	-3%	-39	-3	0.7%	i	0.3
COc1ccc(-n2ncc3c(Nc4cccc(C)c4)ncnc32)cc1	-4.5%	14%	11%	1.1	15%	0%	-1	-7	1.5%	i	11
COCCn1c(Br)nc2c1c(=O)n(C)c(=O)n2C	-6.1%	5%	0%	1.1	9%	1%	-10	-9	-1.1%	i	0.2
CC1(C)C(=O)OC(c2ccccc2)C2(CCCC2)C1=O (stereo unspecified)	-11%	12%	9%	1.1	-3%	0%	-2	14	1.0%	i	0.9
O=C(Nc1ccc(F)cc1)c1cc2c(s1)CCCC2	.	.	.	.	-10%	5%	.	.	21%	i	0.1
CC1CC(C(F)F)n2nc(C(=O)O)cc2N1 (stereo unspecified)	-3.4%	22%	12%	1.1	-7%	0%	-8	6	-0.3%	i	8.4
COc1ccccc1N1CCN(C(=O)c2ccc(CSc3ccccc3)cc2)CC1	-1.5%	-1%	-1%	1.1	8%	4%	61*	-4.4*	14%	i	0.4
O=C(O)CCSCCC(=O)O	-0.8%	-1%	2%	1.1	-3%	1%	3	-18	0.1%	i	0.6
CC(C)C[C@H](NC(=O)c1[nH]cnc1C(=O)N[C@@H](C)c1ccccc1)C(=O)OC(C)(C)C	-7.5%	18%	13%	1.1	-3%	0%	51	5	2.5%	i	2.3
Cc1ccc(N2C(=O)[C@@H]3C(C(=O)C(c4ccccc4)c4ccccc4)=NN[C@@H]3C2=O)cc1	1.8%	16%	15%	1	5%	-6%	4	-1	4.3%	i	0.7
CC1=NN(C(=O)Cn2nc([N+](=O)[O-])c(Br)c2C)C(O)(C(F)(F)F)C1 (stereo unspecified)	-4.6%	-4%	6%	1	-10%	-2%	2	14	1.2%	i	0.4
Cc1cc(C)n2ncc(C(=O)NCc3ccc(Cl)cc3)c2n1	-3.5%	7%	3%	1	3%	-10%	-23	19	11%	i	0.5
CCOC(=O)C1=C(N)Oc2cc(O)ccc2C1c1ccc(C)cc1 (stereo unspecified)	.	.	.	.	3%	2%	.	.	7.7%	i	0.4
Cc1nnc(SCC(=O)NC2CCCc3c2cnn3-c2ccc(F)cc2F)o1 (stereo unspecified)	.	.	.	.	-1%	1%	.	.	6.8%	i	0.3
CCOC(=O)C1CCCCN1Cc1cccc(C(F)(F)F)c1 (stereo unspecified)	-8.1%	2%	-2%	1	-2%	0%	-7	-5	1.2%	i	6.0
O=C(CC1C(=O)NCCN1Cc1ccccc1)NCCCOc1cccnc1 (stereo unspecified)	.	.	.	.	-2%	-1%	.	.	1.1%	i	1.1
CCOc1ccc(C(=O)Nc2ccc3nc(N4CCN(CC)CC4)cc(C)c3c2)cc1	.	.	.	.	-12%	-2%	.	.	-1.8%	i	0.3
COc1cc(C2C(N3C(=O)c4ccccc4C3=O)C(=O)N2c2cccc(C)c2)cc(OC)c1OC (stereo unspecified)	-7.5%	19%	10%	1	30%	5%	11	21	.	.	.
CCN1/C(=C2\C(=O)N(C)C(=S)N2C)C=Cc2ccccc21	-1.9%	11%	15%	0.7	-5%	1%	5	19	18%	i	1.5
Cc1cc(=O)oc2cc(OCC(=O)Nc3c(Cl)cccc3C(F)(F)F)ccc12	.	.	.	.	-1%	12%	.	.	9.5%	i	3.6
O=C(CCc1n[nH]c(=O)[nH]c1=O)N1CCOCC1	-1.9%	8%	8%	1.1	-2%	7%	-3	-8	1.8%	i	1.4
Cc1ccccc1CSCC(=O)NCc1ccco1	3.5%	2%	-3%	1.2	-4%	-1%	-10	-31	2.4%	i	0.6
CC(/C=N/n1c(-c2ccccn2)n[nH]c1=S)=C\c1ccccc1	.	.	.	.	1%	16%	.	.	1.0%	i	0.2
Cc1ccc(-n2ncc3c2CCCC3NC(=O)c2cnccn2)cc1C (stereo unspecified)	.	.	.	.	11%	-2%	.	.	0.1%	i	0.9
CCC(c1nnc(SCC(=O)Nc2ccc(C(C)=O)cc2)n1C1CCCCC1)N(C)C (stereo unspecified)	-18%	2%	-3%	0.9	0%	-1%	2	11	-0.8%	i	0.1
COC(=O)C/C(O)=C(/N=Nc1cccc(C(F)(F)F)c1)C(=O)OC	-8.2%	-6%	-5%	1	-7%	-4%	6	3	2.0%	i	0.7
CC(=O)Nc1sc2c(c1C#N)CC(C)(C)NC2(C)C	-1.2%	2%	-5%	1	-3%	-2%	5	-11	2.4%	+	4.7*
COc1cccc(C(=O)C2CCCN(C(=O)c3cccc(C#CC(C)(C)O)c3)C2)c1 (stereo unspecified)	-3.1%	7%	13%	1	-1%	2%	-7	12	13%	i	0.2
O=C(CN1C(=O)NC2(CCCC2)C1=O)Nc1ccc(C(F)(F)F)cc1	.	.	.	.	0%	2%	.	.	4.4%	i	0.2
O=C(Cn1nnc2ccccc21)NCc1ccccc1	-7.0%	0%	-1%	1.1	-9%	-5%	-2	-48	2.0%	i	1.9
COC(=O)c1sccc1NC(=O)c1cc2c(s1)CCCC2	-6.3%	-1%	-9%	1	-4%	-4%	22	-2	2.8%	i	1.0
CN(CC(=O)NNC(=O)c1cccnc1)S(=O)(=O)c1cc(Cl)ccc1Cl	-1.6%	2%	4%	1.6	0%	-1%	-8	-3	1.7%	i	0.5
COCC(C)NS(=O)(=O)c1ccc(NC(=O)C(Cc2ccccc2)NC(N)=O)cc1 (stereo unspecified)	0.3%	0%	2%	1.1	4%	4%	7	2	0.0%	i	0.9
COc1cc(CNc2ccc3[nH]c(=O)[nH]c3c2)ccc1OCc1ccc(C)cc1	.	.	.	.	11%	2%	.	.	-0.3%	i	1.1
CCCc1cc(=O)oc2cc(OCC(=O)NCc3ccccn3)ccc12	.	.	.	.	3%	-3%	.	.	5.5%	i	0.4
COC(=O)c1cn(-c2ccccc2)nc1-c1ccc(OC)c(OC)c1	.	.	.	.	-11%	-7%	.	.	1.2%	i	0.5

2 compounds drawn at random from the list so far, as already listed:
SMILES	XIAP displacement	PMI inhibitors	PMI inhibition	TNAP activators	Salmonella PhoP GFP	SIAH1 antagonists	WT yeast gro inh	WT yeast gro inh mutant strain	RSV CPE inhibition	Myeloid diff 2	Myeloid diff 2 GFP+ MAC1+ %
O=C(CN1C(=O)NC2(CCCC2)C1=O)Nc1ccc(C(F)(F)F)cc1	.	.	.	.	0%	2%	.	.	4.4%	i	0.2
CCCc1cc(=O)oc2cc(OCC(=O)NCc3ccccn3)ccc12	.	.	.	.	3%	-3%	.	.	5.5%	i	0.4

(listing goes on)
SMILES	XIAP displacement	PMI inhibitors	PMI inhibition	TNAP activators	Salmonella PhoP GFP	SIAH1 antagonists	WT yeast gro inh	WT yeast gro inh mutant strain	RSV CPE inhibition	Myeloid diff 2	Myeloid diff 2 GFP+ MAC1+ %
COCCCNC(=S)Nc1cccc(SC)c1	.	.	.	.	-8%	6%	.	.	1.6%	i	0.5
CCCCN(C(=O)c1ccc(Cl)cc1)C1CC2CCC(C1)N2C (stereo unspecified)	-4.6%	7%	3%	1	0%	-6%	10	2	0.3%	i	3.9
Cn1nc(C(F)(F)F)c(-c2ccccc2)c1NC(=O)c1nccnc1C(=O)O	.	.	.	.	-1%	-7%	.	.	0.3%	i	0.3
CN(c1cccc(Cl)c1)S(=O)(=O)c1cccc(C(=O)Nc2ccc3c(c2)CCC3)c1	-2.8%	27%	7%	1.1	-3%	0%	-21	-5	8.7%	i	0.2
COc1ccc(-c2csc3ncnc(Oc4ccc5c(C)cc(=O)oc5c4)c23)cc1	0.4%	14%	7%	1	1%	1%	10	-13	-2.4%	i	0.3
Cc1nnc(Nc2ccc(O)cc2)[nH]c1=O	-1.2%	15%	39%	1.1	6%	-1%	-8	-5	-1.3%	i	0.2
COc1cc(/C=N/Nc2nc(C)cc(=O)[nH]2)ccc1OC(=O)c1cccnc1	-4.0%	1%	-3%	1.1	6%	1%	7	-3	-1.0%	i	0.6
COc1cc(C(=O)O[C@H]2CC(C)=CC[C@@]3(C)CC[C@@](O)(C(C)C)[C@H]23)ccc1O	.	.	.	.	16%	3%	.	.	19%	i	0.7
CCn1c(SCC(=O)Nc2nccs2)nnc1-c1ccco1	-8.6%	-3%	-13%	0.6	-5%	-3%	-22	12	0.9%	i	0.4
CCc1ccc(-n2c(O)cnc2Nc2nc(C)cc(C)n2)cc1	-1.8%	0%	0%	1.2	8%	4%	13	1	0.3%	i	2.8
CN1CCN(C(=O)CN2C(=O)CC(C)(C)S(=O)(=O)c3ccccc32)CC1	-5.8%	5%	3%	1.1	2%	3%	3	-2	1.1%	i	5.9
Cc1ccc(NS(=O)(=O)c2ccc3c(c2)oc(=O)n3C)cc1F	-4.4%	0%	-8%	1.2	5%	1%	12	5	1.4%	i	3.7
C#C[C@]1(OC(C)=O)CCC2C3CCC4=CC(=O)CC[C@@H]4C3CC[C@@]21C (stereo partly specified)	.	.	.	.	-3%	-4%	.	.	-2.8%	i	6.1
Cn1c(=O)cc(SCC(=O)NCc2cccnc2)c2ccccc21	-0.5%	-7%	-7%	1.1	-8%	-1%	-13	1	-0.3%	i	0.4
COc1cc2c(cc1OC)CN(C(=O)c1cccc([N+](=O)[O-])c1)CC2	.	.	.	.	-2%	4%	.	.	3.2%	i	0.2
Cc1c(N(C(=O)c2cnccn2)C2(C(=O)NC3CCCC3)CCCCC2)c(=O)n(-c2ccccc2)n1C	-14%	-16%	-13%	1.1	-10%	0%	7	2	-0.4%	i	0.4
COc1ccc(NC(=O)C2Cc3cc(S(=O)(=O)N4CCCCC4)ccc3N2C(C)=O)cc1Cl (stereo unspecified)	.	.	.	.	-9%	3%	.	.	11%	i	2.0
COc1ccc(C(=O)NC(=S)Nc2cc3oc4ccccc4c3cc2OC)cc1	-7.2%	3%	9%	1.1	8%	3%	3	-3	1.3%	i	0.2
CCSc1nc2sc3c(c2c(=O)[nH]1)CCCC3	-6.8%	1%	9%	1.1	4%	8%	-12	-6	4.2%	i	0.8
COc1ccccc1-c1cc(C(=O)Nc2cccnc2Cl)no1	.	.	.	.	-4%	4%	.	.	-0.3%	i	1.1
Cn1nc(C(F)(F)F)c2cc(NC(=O)OCc3ccc(F)cc3)sc21	-7.2%	20%	18%	1.1	4%	-2%	79*	37*	5.1%	i	0.7
COc1ccc(CC(=O)OC(C)CN2CCCC2)cc1 (stereo unspecified)	-22%	-3%	-14%	1.1	14%	6%	-11	8	-0.1%	i	1.1

Screening results as filed in PubChem.
